# Screening data deposited in PubChem BioAssay by several laboratories.
# PG9 binder = binders of HIV-1 gp120 antibody PG9, primary screen, biochemical, TR-FRET. HIV-1 gp120 / PG9 antibody interaction. TR-FRET gp120-PG9 antibody binding. inhibition, % at 6.7 µM. hit rate 0.43% among 360,000. AID 624416, 2012; in the data active = inhibition above about 8.5%
# hcDAF-12 act = H. contortus DAF-12 nuclear receptor activators, primary screen, cell-based, luminescence, HEK293, lit1-tk-luc reporter. HEK293 hcDAF-12 lit1-tk-luc reporter; 0% DMSO, 100% Δ7-dafachronic acid. hit rate 1.4% among 370,000. activation, % at 6.8 µM;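 active = activation above the mean of all tested compounds plus 3 SD, cut at about 5.5% in these data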;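 also: 100% = response to 3 µM Δ7-dafachronic acid high control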
# ADAM17 inh = ADAM17 inhibitors, primary screen, biochemical, QFRET. recombinant ADAM17, EDANS/DABCYL FRET peptide cleavage. AID 720648, 2013. Disintegrin and metalloproteinase domain-containing protein 17 (Homo sapiens), P78536. hit rate 0.83% among 370,000. inhibition, % at 6.95 µM;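 active = inhibition above the mean of compounds lying between control limits plus 3 SD, set per campaign, cut at about 8.5% in these data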;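 also: 0% = DMSO-only wells as the low control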
# ssDAF12 agonist = S. stercoralis DAF-12 nuclear receptor activators, primary screen, cell-based, luminescence, HEK293, GRIP1 co-expression, lit1-tk-luc. Nuclear hormone receptor DAF-12 (Strongyloides stercoralis). HEK293 ssDAF-12/GRIP1 lit1-tk-luc reporter; % of 3 µM dafachronic acid response. activation, % at 6.8 µM. hit rate 1% among 370,000. AID 652126, 2013;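 active = activation above the mean over all tested compounds plus 3 SD, cut at about 0.9% in these data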;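 also: 0% = DMSO-only wells and 100% = 3 µM delta7-dafachronic acid wells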
# DAX1 inh-1 = DAX1 (NR0B1) inhibitors on StAR promoter, primary screen, cell-based, luminescence, SF-1 (NR5A1), full-length DAX-1 | HEK293T StAR-luciferase reporter, SF-1/DAX-1 repression relief | inhibition, % at 6.8 µM | hit rate 1.1% among 370,000 | AID 652010, 2013;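 active = inhibition above the mean over all tested compounds plus 3 SD, cut at about 3.6% in these data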;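 also: 0% = DAX-1 cells with DMSO and 100% = cells lacking DAX-1 with DMSO; higher inhibition means more luminescence from relief of DAX-1 repression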
# FXN GAA850 act = FXN promoter activators, primary screen, cell-based, luciferase luminescence, HEK293 lucGAA850; HEK293 lucGAA850 FXN promoter luciferase reporter, 24 h; percent of 10 µM SAHA response; hit rate 0.56% among 360,000; activation, % at 6 µM;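 active = activation above the average of all compounds screened plus 3 SD, cutoff fixed separately per campaign, cut at about 7.5% in these data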;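 also: 0% = DMSO wells and 100% = 10 µM SAHA wells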
# DAX1 inh-2 = DAX1 (NR0B1) inhibitors, primary screen, cell-based, HEK293, Gal4-DAX1, luciferase luminescence; Nuclear receptor subfamily 0 group B member 1 (Homo sapiens), P51843; HEK293 Gal4-DAX1 luciferase reporter; inhibition, % at 6.75 µM; hit rate 0.99% among 340,000; AID 504766, 2011;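 active = inhibition above the mean over all tested compounds plus 3 SD, cut at about 4.2% in these data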;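 also: 0% = DAX1-transfected cells with DMSO and 100% = empty-vector control cells with DMSO; inhibition shows as a rise in luminescence from relieved DAX1 repression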
# SMARCA2 activ = SMARCA2 (BRM) function activators, primary screen, cell-based, luminescence, high throughput; MG213 cells, MMTV-luciferase reporter, dexamethasone, overnight; activation, % at 9.1 µM; hit rate 1% among 370,000; AID 652017, 2013; in the data active = activation above about 7.8%;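 also: 0% = vehicle wells and 100% = reference activator wells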
# ADAM10 inh = human ADAM10 inhibitors, primary screen, biochemical, QFRET, HTS; Disintegrin and metalloproteinase domain-containing protein 10 (Homo sapiens), O14672; recombinant ADAM10, EDANS/DABCYL FRET peptide cleavage, 3 h; inhibition, % at 7 µM; hit rate 0.62% among 370,000;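 active = inhibition above a per-campaign cutoff equal to the mean of compounds falling between control-based bounds plus 3 SD, cut at about 20% in these data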;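 also: 0% = DMSO wells while the 100% control is not disclosed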
# hgDAF12 agonist = H. glycines DAF-12 receptor agonists, primary screen, cell-based, luminescence, HEK293, GAL4 fusion, UAS-luciferase | Nuclear hormone receptor DAF-12 (Heterodera glycines), GAL4 fusion | HEK293 GAL4-hgDAF12 UAS-luciferase reporter, agonist luminescence; normalized to butyrate control | activation, % at 6.8 µM | hit rate 1.8% among 370,000 | AID 687014, 2013;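 active = activation above a cutoff set at the mean of all screened compounds plus 3 SD, cut at about 10% in these data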;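 also: 0% = DMSO wells and 100% = sodium butyrate wells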
# GC-A act = GC-A stimulated cGMP production enhancers – HEK293 GC-A cells, cGMP TR-FRET, EC30 ANP, primary screen | Atrial natriuretic peptide receptor 1 (Homo sapiens), P16066 | 0% at EC30 ANP, 100% saturating ANP | activation, % at 10 µM | hit rate 0.14% among 370,000 | AID 1671463, 2021; in the data active = activation above about 40%
# Target sequence (P16066 whole entry, looked up): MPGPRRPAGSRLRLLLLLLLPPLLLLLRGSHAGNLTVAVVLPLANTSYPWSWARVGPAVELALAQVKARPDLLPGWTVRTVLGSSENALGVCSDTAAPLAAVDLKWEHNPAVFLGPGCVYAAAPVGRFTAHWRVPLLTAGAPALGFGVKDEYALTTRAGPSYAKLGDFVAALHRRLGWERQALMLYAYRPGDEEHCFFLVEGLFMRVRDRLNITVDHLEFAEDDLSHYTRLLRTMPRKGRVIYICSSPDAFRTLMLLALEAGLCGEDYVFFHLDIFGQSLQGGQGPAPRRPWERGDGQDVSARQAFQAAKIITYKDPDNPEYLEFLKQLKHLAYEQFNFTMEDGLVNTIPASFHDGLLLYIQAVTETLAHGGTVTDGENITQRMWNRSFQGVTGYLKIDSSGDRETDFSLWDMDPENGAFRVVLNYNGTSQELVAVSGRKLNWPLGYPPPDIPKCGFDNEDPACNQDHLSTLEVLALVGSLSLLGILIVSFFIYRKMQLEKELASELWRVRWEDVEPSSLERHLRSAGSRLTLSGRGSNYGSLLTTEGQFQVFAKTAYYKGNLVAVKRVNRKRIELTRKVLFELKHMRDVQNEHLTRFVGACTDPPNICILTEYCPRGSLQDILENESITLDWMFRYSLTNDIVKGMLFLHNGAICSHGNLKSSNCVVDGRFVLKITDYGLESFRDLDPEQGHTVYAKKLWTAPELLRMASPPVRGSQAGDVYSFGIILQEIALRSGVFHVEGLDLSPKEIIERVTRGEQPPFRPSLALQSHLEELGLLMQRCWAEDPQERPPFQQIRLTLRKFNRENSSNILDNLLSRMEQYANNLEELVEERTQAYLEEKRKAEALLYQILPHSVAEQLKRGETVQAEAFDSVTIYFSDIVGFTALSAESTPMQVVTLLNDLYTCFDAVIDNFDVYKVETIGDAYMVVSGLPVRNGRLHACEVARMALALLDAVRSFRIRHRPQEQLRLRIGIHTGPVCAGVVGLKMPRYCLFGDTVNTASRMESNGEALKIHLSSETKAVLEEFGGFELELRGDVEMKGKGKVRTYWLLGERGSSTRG
# * marks the source's active call; other numbers are inactive results; i = inactive; . = no result given.
no.	SMILES	PG9 binder	hcDAF-12 act	ADAM17 inh	ssDAF12 agonist	DAX1 inh-1	FXN GAA850 act	DAX1 inh-2	SMARCA2 activ	ADAM10 inh	hgDAF12 agonist	GC-A act
1	COc1ccc(CN2C(=O)C(CC(=O)NCc3cccs3)CC(C(=O)N(C)C)=C2C)cc1 (configuration not stated)	-0.4	-1.2	1	-0.6	1.2	0.2	1.3	-2	5	-0.9	-2
2	COc1cccc(C(=O)NCCS(=O)(=O)NCCc2ccc(OC)c(OC)c2)c1	4.1	-1.3	-4	-1.1	-0.8	-0.7	0.0	-3	-13	0.9	0
3	CN(C)C(=O)CCCc1nc(-c2ccc(Cl)cc2)no1	1.6	2.7	1	-0.4	1.7	4.7	1.7	1	-9	3.5	10
4	Cc1cccc(N2CCN(C(=S)Nc3ccc4nc(N5CCN(C)CC5)cc(C)c4c3)CC2)c1C	-2.5	-1.3	-70	-1.1	-0.4	1.1	1.1	1	-268	-2.0	-2
5	COC(=O)c1ccccc1Oc1cc(C(F)(F)F)nc(-c2ccccn2)n1	-3.9	-1.4	0	-1.3	0.0	0.8	2.6	-1	0	-0.3	5
6	COCc1nnc(NS(=O)(=O)c2c(C)cc(C)cc2C)s1	0.2	-0.8	-1	-1.2	-0.5	0.6	-0.9	1	-2	-1.6	2
7	O=C(Nc1ccc2c(c1)Cc1cc([N+](=O)[O-])ccc1-2)C(F)(F)F	-1.8	3.1	5	-0.8	-1.5	1.1	.	-1	14	4.7	15
8	O=C(O)CSc1nnc(-c2cccnc2)n1Cc1ccccc1	-1.3	-1.7	-1	-0.7	0.2	-0.1	0.7	-2	8	0.4	0
9	CCOc1ccccc1NC(=O)CC(O)(C(F)(F)F)C(F)(F)F	-2.4	-0.8	2	-0.9	-0.8	-1.0	-0.2	4	5	0.6	6
10	O=C(NCc1cccc(C(F)(F)F)c1)c1ccc2sc([C@@H]3O[C@H](CO)[C@H](O)[C@H](O)[C@H]3O)nc2c1	-1.0	1.3	-1	-1.4	0.9	-0.6	.	-2	-13	-1.2	1
11	CCN(Cc1ccccc1)S(=O)(=O)c1ccc(S(=O)(=O)N2CCN(C)CC2)cc1	0.1	-0.7	7	-0.6	1.0	0.8	0.7	-2	16	0.5	-3
12	O=C(CCS(=O)(=O)c1ccc(Cl)cc1)N1CCN(c2ccccc2F)CC1	-1.6	0.5	-2	-0.9	-0.6	1.0	-1.6	7	-2	-0.9	1
13	CCC(C(=O)NCCCN1CCN(CC)CC1)n1nc(C)n2c(cc3occc32)c1=O (configuration not stated)	-1.8	-0.1	-4	-0.9	0.7	-0.7	0.5	6	2	-0.1	0
14	CN(C(=O)c1cnc2n(c1=O)CCS2)C1CCCCC1	-0.2	-1.7	0	-1.1	0.0	0.3	0.5	0	5	10.0	3
15	O=C1Nc2ccccc2-c2nnnn2C1N1CCC(Cc2ccccc2)CC1 (configuration not stated)	-0.4	-0.6	-1	-0.8	-0.2	.	.	-5	-6	-3.3	-2
16	c1ccc(-c2ccc(C3=Nn4c(nnc4-c4cc(-c5ccccc5)n[nH]4)SC3)cc2)cc1	-0.2	-0.4	-4	-0.4	-0.5	4.2	1.0	1	-4	1.6	-5
17	CCCN1Cc2cccc(C(=O)NC(C)c3cccs3)c2C1=O (configuration not stated)	0.0	-1.2	-3	-1.2	-1.1	1.1	-1.1	-2	-7	0.1	9
18	COc1ccc(CNC(=O)C2CCN(c3nccs3)CC2)cc1	-0.2	-0.2	-3	-1.3	-0.9	1.0	0.1	-1	-3	-1.7	0
19	CCc1[nH]c(=O)[nH]c1C(C)S(=O)(=O)c1ccc(C)cc1 (configuration not stated)	-2.3	0.5	-1	-0.7	0.1	2.0	-0.4	-4	-4	-0.8	1
20	Cc1cccc(C)c1NC(=O)C(C1CC1)n1c(-c2ccc(=O)[nH]c2)nc2ccccc21 (configuration not stated)	-0.7	1.9	-3	-0.1	1.2	.	.	-2	-7	4.1	0
21	Cc1cc(NC(=O)Nc2ccc(C)c(C)c2)no1	-0.4	-0.4	-3	-1.4	0.9	4.1	0.5	6	3	9.3	3
22	CCN(CC)CCNC(=O)c1ccc(NC(=O)c2ccc(S(=O)(=O)N(C)c3ccccc3OC)cc2)cc1	1.1	-1.2	-7	-0.9	1.0	0.7	1.4	6	-10	-0.8	2
23	CCC(OC(=O)C1=Cc2ccccc2OC1)C(=O)NC1CCCC1 (configuration not stated)	-0.8	0.4	-9	-1.6	-0.7	-0.7	-0.3	-2	-20	-0.9	6
24	CSc1ncc(C(=O)Nc2ccc(C)cc2C)c(C)n1	-1.1	-0.9	-2	-1.2	0.3	-1.0	-0.3	-2	-3	1.8	2
25	CCN(CC)S(=O)(=O)c1ccc(NC(=S)NC(=O)C(C)C)cc1	-2.4	-2.9	4	-1.8	-1.1	1.4	-1.0	-3	6	-2.5	1

# Random excerpt: 4 records from the list
no.	SMILES	PG9 binder	hcDAF-12 act	ADAM17 inh	ssDAF12 agonist	DAX1 inh-1	FXN GAA850 act	DAX1 inh-2	SMARCA2 activ	ADAM10 inh	hgDAF12 agonist	GC-A act
9	CCOc1ccccc1NC(=O)CC(O)(C(F)(F)F)C(F)(F)F	-2.4	-0.8	2	-0.9	-0.8	-1.0	-0.2	4	5	0.6	6
25	CCN(CC)S(=O)(=O)c1ccc(NC(=S)NC(=O)C(C)C)cc1	-2.4	-2.9	4	-1.8	-1.1	1.4	-1.0	-3	6	-2.5	1
5	COC(=O)c1ccccc1Oc1cc(C(F)(F)F)nc(-c2ccccn2)n1	-3.9	-1.4	0	-1.3	0.0	0.8	2.6	-1	0	-0.3	5
1	COc1ccc(CN2C(=O)C(CC(=O)NCc3cccs3)CC(C(=O)N(C)C)=C2C)cc1 (configuration not stated)	-0.4	-1.2	1	-0.6	1.2	0.2	1.3	-2	5	-0.9	-2

# (listing goes on)
no.	SMILES	PG9 binder	hcDAF-12 act	ADAM17 inh	ssDAF12 agonist	DAX1 inh-1	FXN GAA850 act	DAX1 inh-2	SMARCA2 activ	ADAM10 inh	hgDAF12 agonist	GC-A act
26	CSCCC(NS(=O)(=O)c1ccc2c(c1)oc(=O)n2C)C(=O)NC1CCCc2ccccc21 (configuration not stated)	-0.2	3.0	-4	0.0	-0.3	3.7	0.8	-2	-4	-3.2	0
27	COc1ccc2c(C)cc(=O)oc2c1OCC(O)CN1CCOCC1 (configuration not stated)	-0.2	0.3	-53	-1.7	0.5	.	.	3	-186	-5.5	-2
28	CCOC(=O)c1oc2ccccc2c1CN1CCOCC1	0.5	-1.1	2	-0.9	-0.6	-1.5	1.4	0	0	-0.4	-2
29	Cc1cc2nc(C)n(CCCN)c2cc1C	-1.8	-1.1	3	-0.8	-0.6	0.7	0.6	2	8	-0.3	5
30	CC(=O)c1c(C)[nH]c(C(=O)CSc2ccc(F)cc2)c1C	-1.3	-1.7	-4	-2.3	-0.6	4.0	-3.4	-2	-5	1.9	-1
31	O=C(Cn1[nH]c(=O)c2ccccc2c1=O)N1CCN(S(=O)(=O)c2ccc(Cl)cc2)CC1	-1.8	1.4	-2	-0.9	-0.4	0.4	-0.3	-1	-4	2.4	-6
32	COc1ccc(S(=O)(=O)N2CCC(C(=O)N3CCCC3)CC2)cc1Cl	2.4	-2.1	-3	-1.4	-0.3	0.2	-0.2	0	-2	-3.1	12
33	COc1ccc(N2CC(C(=O)Nc3nc(-c4ccccc4)c(C(C)=O)s3)CC2=O)c(OC)c1 (configuration not stated)	2.1	-1.4	2	-1.5	-0.9	2.3	1.3	-3	-2	-0.2	-1
34	CCCCNC1=CC(=O)C(=O)c2ccccc21	-6.1	-1.4	0	-0.8	-3.1	-0.9	1.1	-3	2	-8.2	-2
35	Cc1nn(C(C)C(=O)NCc2cccs2)c(=O)c2nn(-c3ccccc3)c(C)c12 (configuration not stated)	-0.5	-1.0	-4	-1.3	-0.1	-1.3	-0.3	-1	-8	2.8	-2
36	COCCCn1cnc2oc3nc4ccccc4nc3c2c1=O	0.7	5.6	-369	0.5	2.6	1.4	1.1	5	i	15*	5
37	CON/C=C(\C=Nc1ccccc1)c1ncc(C(F)(F)F)cc1Cl	1.6	1.1	-1	-1.2	-0.1	1.4	1.3	-1	4	0.4	-2
38	COc1ccc(OC)c(CCNC(=O)CN2C(=O)CC(C)(C)S(=O)(=O)c3ccccc32)c1	-0.9	-1.6	-2	-1.1	-0.2	1.1	1.5	0	-8	2.3	-2
39	C[C@H]1CN=C(N(C)C)N1CC1CCCC1	-0.8	0.1	-4	-1.2	0.0	0.6	0.5	0	-1	1.7	0
40	Cc1nc(SCc2nc3ccc(C(F)(F)F)cc3[nH]2)c2oc3ccccc3c2n1	-44	-0.7	2	-1.4	-1.0	2.4	-0.7	-2	-5	-2.2	-8
41	CCCCNC(=O)c1ccccc1C(=O)NCCCC	-0.1	1.4	-4	-1.2	0.6	2.0	2.4	-1	-3	4.0	4
42	CCOC(=O)N1CCC(NCc2c(C(=O)N(C)Cc3ccccc3)nc3ccccn23)CC1	-1.8	-0.2	0	-0.9	-0.2	2.4	-1.7	1	9	-2.6	-1
43	CCc1nn(CC(=O)NCCCN2CCN(CC)CC2)c(=O)c2cc3occc3n12	-1.3	-0.8	-3	-1.1	0.7	2.2	0.9	2	-5	1.2	8
44	CSc1nc(-c2ccccc2)c2cc(Cl)ccc2n1	-2.0	0.0	-6	-1.4	-0.4	1.2	2.7	-1	-7	0.9	-4
45	CSc1ccc(CCNC(=O)c2nn(C)c3c2CS(=O)(=O)c2ccccc2-3)cc1	0.5	0.3	-1	-0.6	-0.2	-0.2	-0.3	-2	0	-0.5	5
46	COc1ccc(C#Cc2c(-c3ccccc3OC)oc3ccccc23)cc1	-27	-1.1	-6	-1.1	-0.5	.	.	-2	-20	1.2	3
47	CC(C)c1ccc(C(=O)NN2C(=O)C3CCCCC3C2=O)cc1 (configuration not stated)	-0.6	5.5	3	-1.1	3.8*	4.7	2.1	13*	0	11*	3
48	O=C(COC(=O)c1ccc(OC(F)F)cc1)NCc1cccs1	-3.4	-0.2	1	-0.3	1.8	1.3	1.5	2	-2	0.3	0
